From PubChem BioAssay
LmPK inh: LmPK (Leishmania mexicana) enzyme inhibition; Q27686; purified LmPK, Kinase-Glo ATP luminescence, 1 h; Potency, µM (top dose mostly 57.5 µM), for the others: at the top dose activity change, negative = inhibition, usual class: inhibitors; 290,000 compounds, 0.37% hits; AID 1721; also: potency is read from the fitted curve at half-maximal effect
Target sequence (Q27686 whole entry, looked up): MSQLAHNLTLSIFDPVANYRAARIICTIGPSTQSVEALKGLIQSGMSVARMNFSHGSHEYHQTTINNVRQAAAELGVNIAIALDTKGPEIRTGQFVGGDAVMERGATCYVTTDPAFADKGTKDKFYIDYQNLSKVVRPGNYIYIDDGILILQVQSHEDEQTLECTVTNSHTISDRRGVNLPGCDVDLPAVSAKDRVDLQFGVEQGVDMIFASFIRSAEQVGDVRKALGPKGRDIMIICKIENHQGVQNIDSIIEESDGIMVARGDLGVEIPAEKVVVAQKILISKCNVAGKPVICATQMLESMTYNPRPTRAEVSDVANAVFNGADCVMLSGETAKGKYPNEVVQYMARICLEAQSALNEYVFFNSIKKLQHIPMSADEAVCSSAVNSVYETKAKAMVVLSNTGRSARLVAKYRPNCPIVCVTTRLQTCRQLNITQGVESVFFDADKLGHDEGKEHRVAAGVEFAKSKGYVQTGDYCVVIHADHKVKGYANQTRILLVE
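qHTS format; LmPK 0.1 nM; substrates PEP 0.5 mM and ADP 0.1 mM. One-hour room-temperature incubation, then coupled luciferase luminescence; 0.5 nM enzyme wells mark activation.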
AMA1 RON2 block: disrupts binding of P. falciparum AMA1 to RON2; 360,000 compounds, 0.2% hits; AlphaScreen AMA1-biotinylated RON2 peptide binding; Potency, µM (top dose mostly 58.2 µM), inactives show top-dose activity change, negative = inhibition, actives largely listed as inhibitors;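 also: potency is read from the fitted curve at half-maximal effect; 0% = vehicle wells and -100% = peptide control; nearly all actives have a fitted effect of over 45% in size; some results filed as inactive show a strong effect at the top dose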
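AMA1 (3D7) with his tag at 25 nM final met compounds first, then biotinylated RON2 peptide at 25 nM; detection used donor plus acceptor beads, 10 µg/mL apiece, read by AlphaScreen after 30 min at room temperature.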
HCMV antiviral: inhibitors of human cytomegalovirus; HFF cells, HCMV-luciferase reporter, 72 h; active compounds read low; activity change, negative = inhibition, % at 57.5 µM; 410,000 compounds, 4.5% hits; in the data active = activity change below about -60%; inconclusive = no clear call, values can overlap the other calls; inactive = above about -39%
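After 16 h attachment at 37C, HFF cells received test compound and HCMV-luciferase (1 PFU/cell); reporter luminescence read 72 h later, data normalized against buffer-only and known inhibitor Salinomycin.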
Sm TGR block: blocks Schistosoma mansoni thioredoxin glutathione reductase. Q962Y6. purified TGR, DTNB reduction, TNB absorbance 405 nm. Potency, µM (titrated, usually from 114 µM), without a hit: at the top dose activity change, negative = inhibition, usual class: inhibitors. 360,000 compounds, 3% hits. AID 485364; also: potency is read from the fitted curve at half-maximal effect; nearly all actives have a fitted effect of over 60% in size
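Kinetic colorimetric format: TGR-catalysed, NADPH-driven DTNB reduction monitored via TNB absorbance. Enzyme dispensed at 20 nM; compound exposure 15 min at room temperature before reaction start.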
TbPYK inhibitor: blocks Trypanosoma brucei pyruvate kinase; Q57TT1; TbPYK enzyme, Kinase-Glo Plus ATP luminescence, 45 min; Potency, µM (doses to about 76.8 µM), inactives show top-dose activity, negative = inhibition, actives largely listed as inhibitors; 410,000 compounds, 0.12% hits; AID 624173; also: potency is read from the fitted curve at half-maximal effect; nearly all actives have a fitted effect of over 50% in size
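Enzyme and substrate buffer are dispensed first and compound is pin-transferred. ADP at 130 uM final then starts the reaction, which runs 45 min at room temperature. Detection reagent is added for 10 min before luminescence is imaged.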
AmpC detergent: AmpC beta-lactamase inhibition with detergent present | AID 485294 | Potency, µM (series often up to 114 µM), for the others: at the top dose activity change, negative = inhibition, hits mostly inhibitors | 370,000 compounds, 0.041% hits | AmpC hydrolysis of nitrocefin, absorbance 480 nm, 0.01% Triton;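 also: potency is read from the fitted curve at half-maximal effect; 0% = no-compound wells and -100% = no-enzyme wells; nearly all actives have a fitted effect of over 25% in size; some results filed as inactive show a strong effect at the top dose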
Target sequence (P00811 whole entry, looked up): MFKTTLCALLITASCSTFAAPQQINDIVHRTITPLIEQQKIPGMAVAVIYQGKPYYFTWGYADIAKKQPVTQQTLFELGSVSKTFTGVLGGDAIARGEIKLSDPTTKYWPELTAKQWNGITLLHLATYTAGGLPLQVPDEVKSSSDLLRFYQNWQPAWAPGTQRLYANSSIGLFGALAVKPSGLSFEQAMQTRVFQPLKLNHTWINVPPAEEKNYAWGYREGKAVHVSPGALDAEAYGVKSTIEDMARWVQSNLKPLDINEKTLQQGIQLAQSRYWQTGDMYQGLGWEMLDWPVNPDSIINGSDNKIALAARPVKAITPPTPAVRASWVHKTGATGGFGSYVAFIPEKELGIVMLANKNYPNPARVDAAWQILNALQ
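AmpC (5.3 nM in the dispensed reagent) in 20 mM phosphate pH 7.0 with 0.01% (detergent screen) or 0.0001% Triton X-100 was preincubated with compounds for 15 min at room temperature. Nitrocefin was then added from an 800 uM solution, and hydrolysis was followed at 480 nm.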
AmpC inh no detg: blocks E. coli AmpC beta-lactamase in detergent-free assay | 330,000 compounds, 0.52% hits | Potency, µM (doses to about 57.1 µM), without a hit: at the highest dose activity change, negative = inhibition, most hits filed as inhibitors | AID 485341 | AmpC nitrocefin hydrolysis, absorbance 480 nm, 0.0001% Triton;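 also: potency is read from the fitted curve at half-maximal effect; plate controls were no compound for no effect and no enzyme for full effect; nearly all actives have a fitted effect of over 20% in size; some results filed as inactive show a strong effect at the top dose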
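AmpC (5.3 nM in the dispensed reagent) in 20 mM phosphate pH 7.0 with 0.01% (detergent screen) or 0.0001% Triton X-100 was preincubated with compounds for 15 min at room temperature. Nitrocefin was then added from an 800 uM solution, and hydrolysis was followed at 480 nm.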
Starred values were filed as active, the others as inactive; ? = inconclusive; . = no result given; & = joins results of further samples; ! = not confirmed by another sample; [ ] = dose if it differs, or a comment. Unless noted, calls follow the shape of the dose curve; as a rule, active = well fitted curve in the direction sought with a large enough effect; inconclusive = small, poorly fitted or top-dose-only effect, or another doubt; inactive = no such curve, though single readings can be large; an effect the other way counts as inactive or inconclusive. Unless noted, % is scaled to controls: 0 for no effect and ±100 for the full control effect.

SMILES	LmPK inh	AMA1 RON2 block	HCMV antiviral	Sm TGR block	TbPYK inhibitor	AmpC detergent	AmpC inh no detg
CC(=O)Nc1ccc(NC(=O)C(C)Sc2nc3ccccc3c(=O)n2CC2CCCO2)cc1 (stereo not drawn)	.	-2%	2	-3%	4%	?	3%
CCNc1nc(NCC)nc(Oc2ccc(OCC)nn2)n1	2%	1%	110	-2%	8%	-16%	2%
CC1(C(=O)NCc2ccccc2Br)CCN1C(=O)Cc1ccc(-c2ccccc2)cc1 (stereo not drawn)	.	-21%	-8	.	3%	.	.
CCCCCn1c(CCNC(=O)c2cccs2)nc2ccccc21	3%	-4%	1	2%	4%	1%	-8%
CCC(=O)N1CCN(c2nc3c(C)cccc3s2)CC1	.	.	-2	12%	-1%	3%	.
CCCN(Cc1cc2cc(C)ccc2[nH]c1=O)C(=O)c1cccc(OC)c1	-2%	6%	?	-2%	-4%	-8%	-8%
Cc1sc2nc(SCC(=O)N(CCO)CCO)n(C3CCCCC3)c(=O)c2c1C	3%	-6%	8	2%[11.4 µM]	-4%	-7%	3%
Cc1c(C(=O)NC(=S)Nc2ccccc2N2CCCC2)cccc1[N+](=O)[O-]	1%	7%[2.32 µM]	-29	-11%	-10%	0%	-39%
COc1cc(NC(=O)c2cc3c(=O)oc4ccc(C)cc4c3s2)cc(OC)c1OC	.	.	-7	5%	1%	-10%	.
O=C(NCc1ccccc1)C(c1cccs1)N(Cc1cccs1)C(=O)c1cnccn1 (stereo not drawn)	0%	-8%	-23	-24%	-12%	-15%	23%
CC1(C)Cc2cccc(OCC(=O)Nc3ccc(S(N)(=O)=O)cc3)c2O1	.	7%	-17	5%	-9%	?	-29%
CCOCCCN1CN(S(=O)(=O)c2ccc(Cl)cc2)c2nc3ccccc3nc21	0%	2%	-25	-11%	2%	-1%	42%
Cc1cc(C)cc(OCC(=O)NNC(=O)c2cc3ccccc3oc2=O)c1	2%	62%[activator]	40	21%	-2%	7%	-34%
COc1ccc(NC(=O)c2ccc(NC(=O)C3COc4ccccc4O3)cc2)c(OC)c1 (stereo not drawn)	.	20%	48	.	-5%	.	.
CN1C(=O)C(=Cc2ccc(Sc3ccccc3)o2)C(=O)N(C)C1=O	-20%	-1%	-22	?	-15%	1%	-25%
Nn1c(SCC(=O)Nc2ccccc2C(F)(F)F)nncc1=O	-7%	62%[activator]	-10	1%	-7%	1%	41%
O=C(c1cnccn1)N(Cc1cccs1)C1(C(=O)NC2CCCCC2)CCCCC1	0%	0%	-22	-4%	-33%	?	38%
CCNc1nc(NC(C)C)nc(N(C#N)C(C)C(=O)N(CC)CC)n1 (stereo not drawn)	-2%	-4%	22	1%	-5%	0%	0%
Cc1cc(C=C2C(=O)N(C)C(=S)N(C)C2=O)c(C)n1C1CCCCC1	5%	-6%	29	?	-20%	-14%	-23%
CCOc1ccc(-c2c(C)nn3c(C)c(C(=O)Nc4cccc(Cl)c4C)cnc23)cc1OCC	.	.	-15	38%[activator]	-4%	16%	.
COc1ccccc1C/C(N)=N/OC(=O)COc1cccc(C)c1	-3%	25%	-25	6%	-2%	-13%	-17%
COc1cccc(C(NC(C)=O)c2nc(-c3ccc(F)cc3OC)cs2)c1 (stereo not drawn)	.	-3%	102	.	1%	.	.
CCN1CCN(Cc2ccc(NC(=O)c3cc(NC(=O)N4CCNC4=O)cc(OC)c3)cc2C(F)(F)F)CC1	3%	-10%&-2%	-68*!	3%	-15%&3%	-3%	73%[activator]
CC(C)(C)C(=O)Nc1nnc2n1CCS2	.	.	-1	2%	-1%	1%	.
Cc1ccc(NC(=O)CCN2CCN(C/C=C/c3ccccc3)CC2)cc1C	5%	-14%	-22	7%	-2%	-13%	151%[activator]
COc1ccc(Cc2nnc(-c3ccccc3)o2)cc1	-2%	-25%	19	-1%	-5%	-4%	-3%
COC(=O)c1c(NC(=S)NN2CCN(C)CC2)sc2c1CCC(C)C2 (stereo not drawn)	2%	22%	14	.	-6%	-5%	187%[activator]
COc1ccc(NC2=CC(=O)N(C)C2=O)cc1	-1%	13%	-5	?	-2%	-8%	-15%
c1cncc(C(c2nnnn2C2CCCC2)N2CCCC2)c1 (stereo not drawn)	-2%	4%	-19	-36%	-3%	?	-9%
O=C(Nc1cc(C(F)(F)F)ccc1N1CCOCC1)c1ccc(F)cc1	1%	6%	20	-1%	-13%	?	-11%
CCCN(CCC)C(=O)Cc1coc2ccc3ccccc3c12	7%	7%	-20	0%	2%	3%	-3%
COc1ccc(Cl)cc1-c1cc(C(=O)NCc2cc(C(F)(F)F)cc(C(F)(F)F)c2)[nH]n1	.	0%	5	.	-4%	.	.
COc1cccc(CN2CCCC(C(=O)Nc3ccc(-c4cscn4)cc3)C2)c1 (stereo not drawn)	2%	-5%	-21	-6%	4%	1%	41%
O=C(c1cc(-c2ccco2)nc2ccccc12)N(Cc1nnc(-c2ccc(Cl)cc2)o1)C1CC1	.	-12%	-10	8.9µM*	-11%	0%	16%
COc1ccc(-c2csc3nc(-c4ccc(Cl)cc4)oc(=O)c23)cc1	.	.	-4	9%	0%	19%	.
CCOC(=O)c1oc2ccccc2c1COC(=O)CNC(=O)c1ccccc1F	.	0%	12	.	1%	.	.
CCOC(=O)C1CCCN(Cc2nc(CC3CC3)no2)C1 (stereo not drawn)	2%	-16%	-7	6%	1%	8%	0%
COc1ccc(NC(=O)CSc2nnc(Cc3ccc(C)cc3)c(=O)n2N)cc1	.	25%	-7	-14%	4%	?	-13%
CC(=O)N1c2ccc(S(=O)(=O)NCCc3ccc(S(N)(=O)=O)cc3)cc2CC1C (stereo not drawn)	-2%	-2%	-25	-12%	2%	-1%	-27%
CC(C)C(NS(=O)(=O)c1ccccc1)C(=O)N1CCCCCC1 (stereo not drawn)	-6%	3%	9	3%	-5%	-7%	-1%

The list goes on, overlapping the part above by 6 compounds.
SMILES	LmPK inh	AMA1 RON2 block	HCMV antiviral	Sm TGR block	TbPYK inhibitor	AmpC detergent	AmpC inh no detg
COc1ccc(-c2csc3nc(-c4ccc(Cl)cc4)oc(=O)c23)cc1	.	.	-4	9%	0%	19%	.
CCOC(=O)c1oc2ccccc2c1COC(=O)CNC(=O)c1ccccc1F	.	0%	12	.	1%	.	.
CCOC(=O)C1CCCN(Cc2nc(CC3CC3)no2)C1 (stereo not drawn)	2%	-16%	-7	6%	1%	8%	0%
COc1ccc(NC(=O)CSc2nnc(Cc3ccc(C)cc3)c(=O)n2N)cc1	.	25%	-7	-14%	4%	?	-13%
CC(=O)N1c2ccc(S(=O)(=O)NCCc3ccc(S(N)(=O)=O)cc3)cc2CC1C (stereo not drawn)	-2%	-2%	-25	-12%	2%	-1%	-27%
CC(C)C(NS(=O)(=O)c1ccccc1)C(=O)N1CCCCCC1 (stereo not drawn)	-6%	3%	9	3%	-5%	-7%	-1%
CCCC(=O)Nc1nnc(SCc2cc(=O)n3ccccc3n2)s1	.	.	-36	0%	0%	17%	.
CCCNC(=O)NC(=O)c1cnccc1C(F)(F)F	-2%	1%	25	6%	-11%	1%	-6%
COc1cc(/C=N/N=C2/SCC(=O)N2c2ccc(O)cc2)ccc1O	4%	7%	-18	2%	-23%	6%	-18%
CC1=C(c2ccc(C(C)C)cc2)S(=O)(=O)N=C1N1CCC(C(=O)Nc2ccc(C)cc2)CC1	.	.	-10	3%	3%	6%	.
O=C1OCCC1Sc1nnc(-c2ccccc2)o1 (stereo not drawn)	-6%	-14%	10	-2%	1%	?	-21%
CCN(CC)Cc1cc(C(C)=O)ccc1O	3%	4%	32	-17%	1%	-16%	-7%
Cc1ccc(NC(=O)Cn2cnc3c(OCc4ccccc4)ncnc32)cc1C	.	2%	-11	.	-1%	.	-16%
O=C(CSc1nnc(NC2CC2)s1)NN1C(=O)NC2(CCCCC2)C1=O	.	27%	-8	-10%	0%	-1%	-8%
COc1ccc(C)cc1S(=O)(=O)NCCC1=CCCCC1	-1%	3%	31	22%	-12%	-4%	-3%
O=C(CCc1nnc(Cc2cccc(C(F)(F)F)c2)o1)NCCc1ccccc1F	0%	7%	50	-9%	-2%	-3%	124%[activator]
CCc1ccc(NC(=O)N[C@H](C(=O)O)C(C)CC)cc1 (stereo partly drawn)	2%	13%	-24	6%	3%	-1%	-14%
O=C(NC1CCCCC1)c1cc([N+](=O)[O-])[nH]n1	0%	-14%	24	-3%	-1%	?	-9%

Reformatted: results already given
Each structure is followed by: LmPK inh	AMA1 RON2 block	HCMV antiviral	Sm TGR block	TbPYK inhibitor	AmpC detergent	AmpC inh no detg
CC1=C(c2ccc(C(C)C)cc2)S(=O)(=O)N=C1N1CCC(C(=O)Nc2ccc(C)cc2)CC1
  .	.	-10	3%	3%	6%	.
O=C1OCCC1Sc1nnc(-c2ccccc2)o1 (stereo not drawn)
  -6%	-14%	10	-2%	1%	?	-21%
